Screening results deposited in PubChem BioAssay by several laboratories.
PLK1 kinase inh – blocks human PLK1 kinase activity | inhibition, % at 10 µM | P53350 | recombinant PLK1 kinase, TR-FRET peptide phosphorylation | 0.53% of 97,000 active;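 active means inhibition of 50% or more in the single-concentration screen; inactive means inhibition below 50%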;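 further: 0% = DMSO max control and 100% = H-89 dihydrochloride min control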
Candida biofilm – kills Candida albicans biofilms; C. albicans biofilm + clotrimazole, Alamar Blue; inhibition, % at 6 µM; AID 834; 0.14% of 85,000 active;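 active means inhibition above 20%; inactive means inhibition below 20%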;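 further: preformed 24 hr biofilms exposed to compound for 48 hr; 0% = biofilm without compound and 100% = blank killed by clotrimazole plus chlorhexidine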
HIV Rev-RRE inh – disrupts HIV-1 Rev binding to RRE RNA | AID 704 | P05866 | Rev peptide-RRE RNA binding, FRET | inhibition, % at 8 µM | 0.79% of 97,000 active;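 active means inhibition above the screen-wide mean plus 3 SD, cut at about 35% in these data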;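 further: 0% = median DMSO wells and 100% = median Neomycin B control wells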
Target sequence (P05866 whole entry, looked up): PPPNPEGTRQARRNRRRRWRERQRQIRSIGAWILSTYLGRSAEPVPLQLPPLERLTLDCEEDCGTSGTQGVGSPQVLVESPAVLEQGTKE
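Test system – labelled RRE RNA duplex and labelled Rev peptide · Signal – fluorescein-to-Cy5 FRET, 480 nm excitation · Evaluation – % inhibition of FRET ratio versus controls · Benchmarks – DMSO low control, neomycin B high control · Incubation – 5 min RNA-compound premix plus 15 min binding step, 25 °C · Medium – HEPES pH 7.5 salt buffer with EDTA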
LYP act – LYP (human) phosphatase activation. Q9Y2R2. recombinant LYP, DiFMUP fluorescence; 0 = plate median, 100 = signal doubled. activation, % at 2 µM. 0.11% of 96,000 active;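 active means activation at 2 µM above a set limit, the mean plus 5 SD, cut at about 37% in these data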
LYP inh 2 – LYP (human) phosphatase inhibition. 0.21% of 96,000 active. Q9Y2R2. inhibition, % at 2 µM. recombinant LYP catalytic domain, DiFMUP fluorescence;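 active means inhibition at 2 µM at or above a set limit, the screen mean plus 3 SD, cut at about 24% in these data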;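 further: 0% = DMSO with enzyme and 100% = enzyme fully blocked by orthovanadate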
CYP2C9 inh – inhibitors of human CYP2C9 | CYP2C9 Supersomes, luciferin-H conversion, luminescence | inhibition, % at 5 µM | 20% of 96,000 active;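 active means blocking of liver enzyme CYP2C9 beyond about 50% at 5 µM, limit read from the data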; further: values of inactives mirror those of a sister screen read the other way
Target sequence (P11712 whole entry, looked up): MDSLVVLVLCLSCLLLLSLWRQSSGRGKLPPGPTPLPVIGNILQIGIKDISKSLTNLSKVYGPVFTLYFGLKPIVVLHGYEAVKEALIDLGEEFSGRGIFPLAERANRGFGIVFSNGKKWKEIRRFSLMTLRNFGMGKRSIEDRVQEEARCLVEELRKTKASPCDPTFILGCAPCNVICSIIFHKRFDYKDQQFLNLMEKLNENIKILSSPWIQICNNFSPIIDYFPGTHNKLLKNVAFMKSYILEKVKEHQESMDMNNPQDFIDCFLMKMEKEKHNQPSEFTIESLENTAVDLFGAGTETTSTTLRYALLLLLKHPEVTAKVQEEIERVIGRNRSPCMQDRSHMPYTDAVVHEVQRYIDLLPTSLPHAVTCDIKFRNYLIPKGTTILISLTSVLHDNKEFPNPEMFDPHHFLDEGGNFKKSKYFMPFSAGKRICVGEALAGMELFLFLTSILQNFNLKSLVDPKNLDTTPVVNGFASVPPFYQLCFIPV
CYP2C9 act – increases human cytochrome P450 2C9 activity | recombinant CYP2C9, luciferin-H conversion, luminescence; stronger effect = higher value; factor 1 = untreated enzyme, 0 = blocked | AID 1024 | activation factor at 5 µM | P11712 | 1.4% of 96,000 active;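 active means activation factor of 2 or more for CYP2C9 at a 5 µM dose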;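 further: 0 = sulfaphenazole-blocked wells and 1 = vehicle-only wells; values of inactives mirror those of a sister screen read the other way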
EphB4 ephrin blk – antagonists of human EphB4-ephrin-B2 interaction. inhibition, % at 7 µM. EphB4 LBD / TNYL-RAW-Alexa532 peptide, fluorescence polarization. 0.15% of 97,000 active. P54760;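 active means inhibition above the screen-wide mean inhibition plus 3 SD, cut at about 15% in these data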;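 further: 0% = DMSO wells and 100% = excess unlabeled TNYL-RAW peptide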
Plk1 PBD FP – inhibitors of human Plk1 polo box domain binding; P53350; Plk1 PBD phosphopeptide binding, fluorescence polarization; inhibition, %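 (tested at about 20 µM)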; 0.13% of 97,000 active; AID 693; in the data active means inhibition above about 34%, passing the limit was not always enough
Numbers without * were called inactive; . = not tested or not shown.

SMILES | PLK1 kinase inh | Candida biofilm | HIV Rev-RRE inh | LYP act | LYP inh 2 | CYP2C9 inh | CYP2C9 act | EphB4 ephrin blk | Plk1 PBD FP
COC(=O)C(CC(C)C)Oc1ccc2c(C)cc(=O)oc2c1 (stereo not drawn) | -9 | -5 | 4 | -6 | 1 | 65* | 0.4 | -6 | -19
C=CCn1c(Cc2ccc(OC(C)C)c(Cl)c2)nnc1SCC(N)=O | -2 | 8 | 1 | -3 | 0 | 38 | 0.6 | -4 | -4
Cn1c(C(=O)N2CCC(C(N)=O)CC2)cc2c(=O)n(C)c3ccccc3c21 | -8 | 0 | 3 | 1 | -4 | -7 | 1.1 | -1 | -19
CCOC(=O)N1CCN(CC(O)c2ccc3cc[nH]c3c2)CC1 (stereo not drawn) | -17 | 1 | 0 | 10 | -14 | 4 | 1 | -1 | -19
CCCCC(CCCC)=N/N=C/c1c(O)n(CC)c2cc(C3=NNC(=O)CC3)ccc12 | -14 | 2 | 9 | -12 | 11 | . | . | 1 | -21
O=C(CCN1C(=O)c2ccccc2S1(=O)=O)N1CCN(c2ccccc2)CC1 | 5 | 6 | 4 | -8 | 6 | 11 | 0.9 | -3 | 9
Cc1cc(=O)oc(C)c1C(=O)Nc1cccc2nonc12 | -13 | 2 | 5 | 4 | -7 | -12 | 1.1 | -3 | -16
CCOCCN(C=O)c1cccc(OC)c1 | 2 | 8 | 2 | -5 | 3 | -20 | 1.2 | -2 | 14
O=C(CC1CCCCC1)NCC1CCCO1 (stereo not drawn) | -3 | 5 | 10 | -2 | 5 | -8 | 1.1 | 1 | 6
CC(C)(C)C(=O)c1cnc(Nc2ccccc2)s1 | -9 | 9 | 5 | -4 | 8 | 33 | 0.7 | -1 | 10
CCCCCc1nc2ccccc2c(=O)n1N | -14 | -1 | 3 | 3 | -4 | 31 | 0.7 | -7 | 8
CC(=O)Nc1ccc(N2C(=O)CSC2c2c(F)cccc2Cl)cc1 (stereo not drawn) | -14 | 7 | 1 | -1 | 3 | 23 | 0.8 | -6 | -6

Single entries from the entries so far:
Entry of CCCCC(CCCC)=N/N=C/c1c(O)n(CC)c2cc(C3=NNC(=O)CC3)ccc12 under HIV Rev-RRE inh: 9
Entry of O=C(CC1CCCCC1)NCC1CCCO1 (stereo not drawn) under HIV Rev-RRE inh: 10
Entry of O=C(CCN1C(=O)c2ccccc2S1(=O)=O)N1CCN(c2ccccc2)CC1 under EphB4 ephrin blk: -3
Entry of COC(=O)C(CC(C)C)Oc1ccc2c(C)cc(=O)oc2c1 (stereo not drawn) under CYP2C9 inh: 65*
Entry of CCOC(=O)N1CCN(CC(O)c2ccc3cc[nH]c3c2)CC1 (stereo not drawn) under EphB4 ephrin blk: -1

Remaining list, next part:
SMILES | PLK1 kinase inh | Candida biofilm | HIV Rev-RRE inh | LYP act | LYP inh 2 | CYP2C9 inh | CYP2C9 act | EphB4 ephrin blk | Plk1 PBD FP
Cc1ccc(S(=O)(=O)N2Cc3ccccc3CC2C(=O)Nc2cc(C)on2)cc1 (stereo not drawn) | 18 | 7 | 9 | -2 | -3 | 85* | 0.2 | 4 | 14
Cc1ccc(S(=O)(=O)N2CCOCC2)cc1C(=O)NCc1ccc2c(c1)OCO2 | -16 | 5 | 1 | 4 | -4 | 48 | 0.5 | 5 | 28
CCN(CC)CCCNC(=O)CC1Sc2ccccc2NC1=O (stereo not drawn) | -4 | . | 8 | 12 | -13 | 2 | 1 | 5 | -14
CN(C)CCCCNCCCNC(=O)/C=N\O | -6 | 0 | 12 | -6 | 6 | -12 | 1.1 | -5 | -9
CCOc1ccc(S(=O)(=O)N2Cc3ccccc3CC2C(=O)NCCCn2ccnc2)cc1 (stereo not drawn) | -5 | 3 | 9 | -1 | 1 | 97* | 0 | 2 | -23
Cc1nc2sc(C(c3ccccc3)N3CC(C)OC(C)C3)c(O)n2n1 (stereo not drawn) | -10 | . | 2 | -2 | 1 | 2 | 1 | -9 | 11
COc1ccc(CCN2CCCn3c2nc2c3c(=O)n(Cc3ccccc3F)c(=O)n2C)cc1OC | -5 | 2 | 3 | -12 | 11 | 27 | 0.7 | 6 | -6
Cc1ccc(S(=O)(=O)N2CCN(C(=O)c3ccc(OCc4c(C)noc4C)cc3)CC2)cc1 | 4 | 8 | 4 | 3 | -3 | 29 | 0.7 | 1 | 18
COc1cccc(N2CCN(CC(=O)c3c[nH]c4ccc(OC)cc34)CC2C)c1 (stereo not drawn) | -8 | 3 | 9 | -8 | 6 | 50* | 0.5 | 1 | 21
COc1ccccc1-n1cnc2cc(NS(=O)(=O)c3ccc(Br)cc3)ccc21 | -5 | 4 | 18 | -1 | 4 | 99* | 0 | -7 | 4
CCOC(=O)N1CCN(C2CC(=O)N(c3ccc(Cl)c(Cl)c3)C2=O)CC1 (stereo not drawn) | -10 | 4 | 6 | -4 | 2 | . | . | 4 | 15
CN1C(=S)SC(C)(C)C1(C)NO (stereo not drawn) | -9 | 1 | 4 | 4 | -1 | -12 | 1.1 | -6 | -5
COc1ccc2c(c1[N+](=O)[O-])CCC/C2=N/OC(=O)c1cccc2ccccc12 | 2 | 1 | 11 | 10 | -7 | -96 | 2* | 7 | 0

Molecules above with four or more nitrogen atoms (7):
SMILES | PLK1 kinase inh | Candida biofilm | HIV Rev-RRE inh | LYP act | LYP inh 2 | CYP2C9 inh | CYP2C9 act | EphB4 ephrin blk | Plk1 PBD FP
C=CCn1c(Cc2ccc(OC(C)C)c(Cl)c2)nnc1SCC(N)=O | -2 | 8 | 1 | -3 | 0 | 38 | 0.6 | -4 | -4
Cn1c(C(=O)N2CCC(C(N)=O)CC2)cc2c(=O)n(C)c3ccccc3c21 | -8 | 0 | 3 | 1 | -4 | -7 | 1.1 | -1 | -19
CCCCC(CCCC)=N/N=C/c1c(O)n(CC)c2cc(C3=NNC(=O)CC3)ccc12 | -14 | 2 | 9 | -12 | 11 | . | . | 1 | -21
CN(C)CCCCNCCCNC(=O)/C=N\O | -6 | 0 | 12 | -6 | 6 | -12 | 1.1 | -5 | -9
CCOc1ccc(S(=O)(=O)N2Cc3ccccc3CC2C(=O)NCCCn2ccnc2)cc1 (stereo not drawn) | -5 | 3 | 9 | -1 | 1 | 97* | 0 | 2 | -23
Cc1nc2sc(C(c3ccccc3)N3CC(C)OC(C)C3)c(O)n2n1 (stereo not drawn) | -10 | . | 2 | -2 | 1 | 2 | 1 | -9 | 11
COc1ccc(CCN2CCCn3c2nc2c3c(=O)n(Cc3ccccc3F)c(=O)n2C)cc1OC | -5 | 2 | 3 | -12 | 11 | 27 | 0.7 | 6 | -6
